# Screening data (PubChem BioAssay)
# SKN-1 inh: suppressors of acrylamide-induced Pgst-4::GFP reporter in worms, primary screen, SKN-1 inhibitor project, whole organism, uHTS, GFP/RFP fluorescence ratio, strain VP596. inhibition, % at 21.8 µM. actives 0.49% (n = 360,000). C. elegans VP596 Pgst-4::GFP/RFP ratio, 24 h;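 active = interference check ratio from 0.5 to 1.5 plus GFP to RFP signal ratio inhibition reaching or exceeding a fixed threshold, cut at about 30% in these data, passing the limit was not always enough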; also: some compounds called inactive have numbers as strong as hits
# eLon inh: inhibitors of E. coli Lon protease, primary screen, biochemical, fluorescence polarization. P0A9M0. purified E. coli Lon protease. inhibition, % at 7.94 µM. actives 0.42% (n = 360,000). AID 602123, 2011; in the data active = inhibition above about 13%, passing the limit was not always enough;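 also: 0% = enzyme with probe and DMSO and 100% = no enzyme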
# Neddylation inh: inhibitors of cullin neddylation, primary screen, biochemical, TR-FRET, uHTS, NAE and Ubc12; calls only at 25 µM; NEDD8-conjugating enzyme Ubc12 (Homo sapiens) + NEDD8-activating enzyme E1 regulatory …; actives 0.58% (n = 360,000); AID 651699, 2012; in the data active = inhibition above about 36%
# FAS TE block: FAS thioesterase domain inhibitors, primary screen, biochemical, fluorescence intensity, uHTS | Fatty acid synthase (Homo sapiens), P49327 | recombinant FAS-TE, OMFH fluorogenic substrate, fluorescence endpoint | inhibition, % at 15 µM | actives 0.67% (n = 360,000);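 active = compounds whose normalised, plate-corrected inhibition of enzyme fluorescence in the single-dose primary screen is 50% or more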;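 also: 0% = DMSO with enzyme and 100% = substrate without enzyme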
# NRP1-CendR mod: modulators of CendR peptide binding to NRP-1, primary screen, biochemical, fluorescence polarization, uHTS; actives 0.85% (n = 360,000); AID 602438, 2012; Neuropilin-1 (Homo sapiens), O14786; inhibition, % at 25 µM; FAM-RPARPAR peptide binding to NRP-1;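 active = inhibition or corrected inhibition above about 18%, plus a signal ratio from 0.5 to 1.5, limit read from the data, passing the limit was not always enough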; also: strong numbers were not always called active
# Rin1-Abl PPI inh: inhibitors of Rin1-Abl protein binding, primary screen, biochemical, TR-FRET; Tyrosine-protein kinase ABL1 (Homo sapiens) + Ras and Rab interactor 1 (Homo sapiens), …; inhibition, % at 7.35 µM; actives 0.4% (n = 360,000); in the data active = inhibition above about 5%, passing the limit was not always enough
# Target sequence (P00519 whole entry, looked up): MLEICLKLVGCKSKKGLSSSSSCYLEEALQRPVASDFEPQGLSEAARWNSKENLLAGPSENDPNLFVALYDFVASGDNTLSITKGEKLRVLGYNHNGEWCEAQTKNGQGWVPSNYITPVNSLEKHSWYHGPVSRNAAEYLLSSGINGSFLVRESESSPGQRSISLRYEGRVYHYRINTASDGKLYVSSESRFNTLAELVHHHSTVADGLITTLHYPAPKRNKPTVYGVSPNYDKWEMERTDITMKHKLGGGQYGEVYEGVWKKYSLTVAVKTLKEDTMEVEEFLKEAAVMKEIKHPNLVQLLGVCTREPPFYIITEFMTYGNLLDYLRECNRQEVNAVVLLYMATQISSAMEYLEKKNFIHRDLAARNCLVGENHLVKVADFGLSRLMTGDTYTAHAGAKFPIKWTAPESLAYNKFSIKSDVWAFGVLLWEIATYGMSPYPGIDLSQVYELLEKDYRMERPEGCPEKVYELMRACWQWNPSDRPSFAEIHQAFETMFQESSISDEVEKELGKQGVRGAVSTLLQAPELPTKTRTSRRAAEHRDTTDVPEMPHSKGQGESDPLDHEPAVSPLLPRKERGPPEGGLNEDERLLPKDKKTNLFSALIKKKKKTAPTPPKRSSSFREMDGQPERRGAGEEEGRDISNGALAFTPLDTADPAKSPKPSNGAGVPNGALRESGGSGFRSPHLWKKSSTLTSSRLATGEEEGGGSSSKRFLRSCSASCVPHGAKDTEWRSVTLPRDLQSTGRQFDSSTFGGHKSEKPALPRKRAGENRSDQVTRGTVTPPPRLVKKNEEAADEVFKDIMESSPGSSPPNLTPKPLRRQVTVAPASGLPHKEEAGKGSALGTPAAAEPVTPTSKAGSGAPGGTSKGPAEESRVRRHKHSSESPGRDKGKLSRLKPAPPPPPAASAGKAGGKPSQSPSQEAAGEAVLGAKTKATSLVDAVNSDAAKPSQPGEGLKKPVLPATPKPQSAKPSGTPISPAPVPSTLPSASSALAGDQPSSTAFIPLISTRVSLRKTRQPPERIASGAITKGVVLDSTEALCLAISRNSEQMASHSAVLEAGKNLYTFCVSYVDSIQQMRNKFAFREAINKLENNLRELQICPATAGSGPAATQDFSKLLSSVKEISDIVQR
# Target sequence (Q13671 whole entry, looked up): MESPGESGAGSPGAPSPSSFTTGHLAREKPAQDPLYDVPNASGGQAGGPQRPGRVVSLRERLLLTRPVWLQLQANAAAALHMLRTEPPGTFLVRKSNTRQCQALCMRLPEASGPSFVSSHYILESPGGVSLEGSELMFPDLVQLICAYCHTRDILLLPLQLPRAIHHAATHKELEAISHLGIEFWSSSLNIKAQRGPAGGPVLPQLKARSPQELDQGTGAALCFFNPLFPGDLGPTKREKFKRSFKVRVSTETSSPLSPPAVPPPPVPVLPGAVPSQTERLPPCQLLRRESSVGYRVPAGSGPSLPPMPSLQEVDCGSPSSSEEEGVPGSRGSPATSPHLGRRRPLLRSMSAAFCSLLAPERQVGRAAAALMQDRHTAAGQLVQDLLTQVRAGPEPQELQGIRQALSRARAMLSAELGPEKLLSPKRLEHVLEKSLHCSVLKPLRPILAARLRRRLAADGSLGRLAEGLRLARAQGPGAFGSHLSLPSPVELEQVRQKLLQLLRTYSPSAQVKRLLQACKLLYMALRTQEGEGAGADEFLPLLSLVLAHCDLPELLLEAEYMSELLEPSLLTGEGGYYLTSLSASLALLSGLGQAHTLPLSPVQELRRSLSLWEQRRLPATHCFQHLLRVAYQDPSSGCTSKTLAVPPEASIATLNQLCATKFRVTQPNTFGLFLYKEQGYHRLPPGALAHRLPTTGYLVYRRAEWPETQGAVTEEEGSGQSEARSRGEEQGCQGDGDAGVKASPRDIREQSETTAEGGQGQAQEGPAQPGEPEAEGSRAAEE
# MsrA inh: bovine MsrA enzyme inhibitors, primary screen, biochemical, absorbance, HTS | Methionine sulfoxide reductase A (Bos taurus) | purified bovine MsrA, absorbance read-out | inhibition, % at 15.5 µM | actives 0.75% (n = 360,000) | AID 651718, 2012; in the data active = inhibition above about 4.5%;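 also: 0% = vehicle wells with enzyme and 100% = reference inhibitor wells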
# MT1-MMP act inh: blockers of MT1-MMP proenzyme processing, primary screen, HT1080 RFP-PRO-GFP cells, GFP/RFP fluorescence; Matrix metalloproteinase-14 (Homo sapiens), P50281; GFP/RFP ratio fluorescence, overnight; percent of plate control window, DMSO zero; GFP/RFP ratio change, % at 20 µM; actives 0.061% (n = 360,000); AID 651647, 2012;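 active = GFP/RFP ratio change of at least 30% with cell ATP level not reduced by more than half and red fluorescence within 50% of control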; also: strong numbers were not always called active
#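 Assay system: RFP-PRO-GFP reporter HT1080 cells; read-out basis: GFP/RFP fluorescence ratio; benchmarks: DMSO wells and RFP-L50D-GFP cells; doses: 20 µM single dose, 1% DMSO; schedule: overnight cell settling, then overnight compound exposure, 37 °C, 5% CO2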
# MsrA act: bovine MsrA enzyme activators, primary screen, biochemical, absorbance, HTS; Methionine sulfoxide reductase A (Bos taurus); actives 0.3% (n = 360,000); purified bovine MsrA, absorbance read-out; AID 602163, 2012; activation, % at 10.6 µM; in the data active = activation above about 7.5%;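 also: 0% = vehicle and 100% = reference activator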
# Numbers without * were called inactive; i = inactive; / = no result given.
SMILES,SKN-1 inh,eLon inh,Neddylation inh,FAS TE block,NRP1-CendR mod,Rin1-Abl PPI inh,MsrA inh,MT1-MMP act inh,MsrA act
Cc1ccc(NC(=O)C(c2ccccc2)N2CCN(C(=O)c3ccco3)CC2)cc1Cl (configuration not stated),-5,-4,i,13,1,1,-0.3,-3,0
CC(=O)c1sc(-c2ccc(Cl)cc2)cc1N,14,-7,i,5,0,1,2.4,1,-4
S=C(Nc1ccccc1)N1CCOCCOCCN(C(=S)Nc2ccccc2)CCOCCOCC1,-1,1,i,13,-11,1,0.8,2,-12
O=C(OCC(=O)c1ccc(Cl)s1)c1cncc(Br)c1,-16,-12,i,10,-2,-2,2.1,-7,-3
CC(C)CC(NC(=O)c1cccs1)c1nnc(SCc2ccc(Cl)c(Cl)c2)n1C (configuration not stated),11,1,i,18,-6,2,-0.2,-8,-1
CSc1ccc(C(=O)C2CCCN(S(=O)(=O)N(C)C)C2)cc1 (configuration not stated),1,-14,i,2,-1,-3,0.4,0,-6
CCCCC(c1nc2ccccc2[nH]1)n1c(=O)c(-c2ccccc2)nc2cc(C)c(C)cc21 (configuration not stated),4,4,i,16,5,2,0.2,-12,-8
CC(=O)c1cc(F)ccc1OCC(=O)N1CCCc2ccccc21,15,2,i,2,3,-2,-1.1,-6,1
OC[C@@H]1CN(CCN2CCOCC2)C[C@H](n2cnc3c(NCc4ccco4)ncnc32)O1,11,-1,i,-6,11,3,0.0,5,-2
Cc1ccc(C(=O)N2CCCCC2C(=O)O)o1 (configuration not stated),-3,-7,i,-1,1,-1,-0.3,-1,-1
Clc1ccccc1C1=Nn2c(nnc2-c2ccco2)SC1,-7,-8,i,-3,2,1,1.4,-11,-2
CCOC(=O)Cc1csc(SCC(=O)NC2CCCC(C)C2C)n1 (configuration not stated),-10,-2,i,-9,-9,3,-0.8,0,-2
COc1ccc(CCC(=O)Nc2cccc(Cl)c2)cc1,-1,-22,i,10,-3,-1,1.9,2,-5
C/C(=N\N=C1/NC(=O)C(C)S1)c1ccc([N+](=O)[O-])cc1 (configuration not stated),-2,-2,i,-3,-3,0,1.6,3,-6
CC(=O)C1=C(O)C(=O)N(c2cccc(Br)c2)C1c1ccc(Br)cc1 (configuration not stated),10,-15,i,7,-2,-4,1.3,3,-2
Cc1ccc(C(c2sc3ncnn3c2O)N2CC(C)CC(C)C2)cc1 (configuration not stated),2,-12,i,-57,7,0,0.8,3,0
O=C(c1cccc(S(=O)(=O)N2CCOCC2)c1)N1CCCCCC1,10,-11,i,-6,2,-4,-1.1,-1,-1
Cc1nc2ccc(NC(=O)COc3ccccc3)cc2s1,4,-4,i,0,5,-4,-0.5,3,-9
O=C(c1ccc2c3c(cccc13)CC2)C1CCCN(C(=O)c2cc[n+]([O-])cc2)C1 (configuration not stated),0,11,i,-8,8,3,3.0,-3,-6
Cc1cc(C)nc(Nc2ccc(C(=O)O)cc2)n1,-2,-3,i,-7,-15,-1,0.8,0,-3
CC(C)(C)c1ccc(-c2nnc3sc(-c4ccccn4)nn23)cc1,-2,1,i,7,-19,0,0.1,7,-2
Cc1cc(Cl)c2oc(C(=O)N(C)Cc3ccon3)c(C)c2c1,23,-10,i,-7,9,0,0.8,2,-2
CC(C)[C@H](NC(=O)c1ccccc1)C(=O)OCC(=O)c1ccc2c(c1)NC(=O)CO2,-6,-1,i,1,1,-1,0.2,-1,-2
O=c1/c(=C\c2cccc(O)c2)sc2nc(-c3ccccc3)c(-c3ccccc3)n12,-17,/,i,24,-21,/,0.7,-6,/
COc1ccc(Cc2nc3ccc(C(=O)N4CCCC4)cc3o2)cc1OC,7,3,i,-4,-1,4,-0.7,-1,2
COc1ccc(OC)c(NC(=O)C2CCC(CNc3c(N4CCC(C)CC4)c(=O)c3=O)CC2)c1 (configuration not stated),-7,2,i,-3,-15,4,-0.3,12,-5
NS(=O)(=O)c1ccc(NC(=S)NCc2ccc(F)cc2)cc1,0,10,i,-2,7,2,1.2,3,-3
O=C(Cn1cc(S(=O)(=O)Cc2ccc([N+](=O)[O-])cc2)c2ccccc21)N1CCOCC1,9,-11,i,4,7,-1,-0.6,0,-4
COC(C/C=C/C(=O)COCc1ccccc1)OC,2,-4,i,-9,-5,5,0.6,-1,-1
O=C(N/N=C/c1c[nH]c2ccccc12)C1CC1(c1ccccc1)c1ccccc1 (configuration not stated),7,3,i,25,-4,0,1.3,-15,-2
CCOc1ccc(/C=C2\SC(=S)N(CCC(=O)Nc3ccccc3C(=O)O)C2=O)cc1,-4,-2,i,33,-61,1,-1.1,2,0
COC(=O)c1cccc(NC(=O)c2ccc3c(c2)C(=O)N(Cc2cccnc2)C3=O)c1,-13,-3,i,-6,10,1,-2.1,4,-2
CC1(/[N+]([O-])=C/c2ccc(Cl)cc2Cl)CCCCC1=O (configuration not stated),-3,3,i,-3,8,2,-0.4,2,-8
O=C1N=C(N2CCN(c3ccccc3)CC2)SC1Cc1ccccc1 (configuration not stated),-3,-4,i,-3,16,1,-0.4,2,-4
CC1(Cc2ccc(S(C)(=O)=O)cc2)C(=O)Nc2ccc(Cl)cc21 (configuration not stated),-13,-2,i,-6,15,-2,-0.1,-1,-2
COc1cc(OC)cc(C(=O)NC(=S)Nc2ccc3oc(=O)ccc3c2)c1,2,2,i,-5,9,-3,0.8,4,-2
CC(=O)Nc1ccc(C(=O)OCC(=O)NC(=O)NC(C)(C)C)cc1,45*,-2,i,-18,0,3,2.3,-5,-12
O=C(COC(=O)Cc1ccc(Cl)cc1Cl)NCc1ccco1,-3,3,i,-8,7,4,-0.4,5,-8
O=C(NC(=S)Nc1cccc(CO)c1)c1ccc(-c2ccccc2)cc1,-6,4,i,11,-13,-3,0.2,1,-4
CN(CC12CC3CC(CC(C3)C1)C2)C(=O)c1ccco1,-4,10,i,3,13,-1,0.0,-4,-4
COc1cccc(C(=O)NNC(=O)CCc2ccccc2)c1,14,-2,i,-5,-1,-1,-0.8,1,-13
CCOC(=O)CC(=O)Nc1ccc(C(=O)OCC)cc1,4,-2,i,-2,-16,2,0.2,-8,-2
CSc1nc(-c2ccccc2)c2cc(Cl)ccc2n1,6,1,i,15,6,-2,0.1,1,3
COc1ccccc1CN1C[C@@H]2C[C@@H](C3=Cc4cccc(OC)c4OC3)N3CCC[C@@]23C1=O,2,3,i,-3,-10,-4,0.9,-2,-3
O=C(COC(=O)Cc1ccsc1)Nc1cccc(F)c1,14,3,i,-5,8,-1,-0.4,-2,-3
CC(=O)/C(=N\Nc1ccccc1)Sc1nncn1C,-2,2,i,-12,-7,-2,1.4,5,-3
Cc1cccc(NC(=S)NCc2ccc(F)cc2)c1C,4,11,i,0,-20,2,3.8,-2,-10
Cc1sc(NC(=O)CCC(=O)O)c(C#N)c1C,3,-1,i,-4,4,0,0.6,-2,-5
Cc1cccc(OCC(=O)N/N=C/c2ccccc2C(=O)O)c1,-13,-3,i,-6,11,3,-0.9,8,-8
C/C(=N\NC(=O)CC#N)C1COc2ccccc2O1 (configuration not stated),1,-5,i,1,2,0,-0.1,-1,0

# The list continues.
SMILES,SKN-1 inh,eLon inh,Neddylation inh,FAS TE block,NRP1-CendR mod,Rin1-Abl PPI inh,MsrA inh,MT1-MMP act inh,MsrA act
COCCN1CCc2c(C)nc3c(-c4ccc(OC)c(OC)c4)cnn3c21,-1,2,/,-4,-3,-4,2.1,15,-4
COc1ccc2nc(SC)c(C#N)cc2c1,-3,-8,i,0,-3,-1,1.1,1,-2
COC1CCCCC1NS(=O)(=O)c1ccc(Cl)cc1 (configuration not stated),7,-3,i,-5,4,2,0.6,1,-1
CC(C)(O)C#Cc1ccc(C(=O)NC(CCCNC(N)=O)C(=O)O)s1 (configuration not stated),1,6,i,-7,5,2,-0.2,-2,-3
CCOc1ccc(-c2nn3c(-c4ccccc4)nnc3s2)cc1,-4,-3,i,34,7,-2,2.8,6,-7
O=C1OC(N2CCN(C(=O)c3ccco3)CC2)c2ccccc21 (configuration not stated),-7,7,i,-7,10,-2,-1.9,2,-3
O=C(Cc1c(Cl)cccc1Cl)OCc1ccccn1,-6,0,i,2,6,-1,-0.1,0,0
CCC(C(=O)Nc1c(C)cccc1C)n1c(-c2ccc(=O)[nH]c2)nc2ccccc21 (configuration not stated),4,/,i,/,-3,/,0.0,-2,/
O=C(Cn1nc(Br)nc1Br)c1ccccc1,20,-5,i,-3,-4,2,-0.1,-3,-1
Cc1noc(C)c1C(=O)Nc1nc2ccccc2s1,16,-12,i,-6,0,0,1.2,2,-2

# Single records, as listed above:
# O=C1OC(N2CCN(C(=O)c3ccco3)CC2)c2ccccc21 (configuration not stated) is listed as SKN-1 inh = -7; eLon inh = 7; Neddylation inh = i; FAS TE block = -7; NRP1-CendR mod = 10; Rin1-Abl PPI inh = -2; MsrA inh = -1.9; MT1-MMP act inh = 2; MsrA act = -3
# COC1CCCCC1NS(=O)(=O)c1ccc(Cl)cc1 (configuration not stated) is listed as SKN-1 inh = 7; eLon inh = -3; Neddylation inh = i; FAS TE block = -5; NRP1-CendR mod = 4; Rin1-Abl PPI inh = 2; MsrA inh = 0.6; MT1-MMP act inh = 1; MsrA act = -1

# The listing continues:
SMILES,SKN-1 inh,eLon inh,Neddylation inh,FAS TE block,NRP1-CendR mod,Rin1-Abl PPI inh,MsrA inh,MT1-MMP act inh,MsrA act
COc1ccc(NC(=O)Nc2ccccc2C(N)=O)cc1,-3,-9,i,-5,9,0,-0.4,-2,-6
COc1cccc(CNC(=O)c2ccc(NS(=O)(=O)c3ccc4[nH]c(=O)[nH]c4c3)cc2)c1,-6,8,i,-2,-3,2,0.6,0,-7
c1coc(Cn2nnnc2CN2CCN(C3CCCCC3)CC2)c1,-8,-4,i,-10,10,1,-0.2,10,-2
CSC1=N/C(=C\c2cccnc2)C(=O)N1c1ccccc1,6,6,i,-8,-6,-3,1.4,-1,2
CN1C(=O)C(=C2CCCCCC2)SC1=S,8,10,i,13,7,-5,0.5,2,-2
O=C(COC(=O)/C=C/c1ccc(OC(F)F)cc1)NC1CCCCCCC1,-2,-1,i,1,4,1,0.3,2,-2
CC1(C)CC(=O)C2=C(C1)Oc1ncn(CCCO)c(=N)c1C2c1ccccc1 (configuration not stated),1,-2,i,-12,11,7,1.6,8,-9
Cn1nc(C(F)(F)F)cc1C(=O)NC1CCCCCC1,1,3,i,0,-3,-1,/,5,-4
CCOc1ccc(-c2nc(CSCC(=O)NC3CCN(Cc4ccccc4)CC3)c(C)o2)cc1,5,-8,i,-1,-11,-4,2.2,-1,0
COc1ccc(-c2noc(-c3ccco3)n2)cc1OC,21,-4,i,-7,-1,-4,1.9,8,-3
O=C(Nc1ccccc1Cl)C1CCN(Cc2cnn(-c3ccccc3)c2-n2cccc2)CC1,1,-5,i,5,0,-2,-1.4,1,1
CN(CC(=O)Nc1c(Cl)cccc1Cl)C(=O)C1CCN(C(=O)Nc2ccccc2)CC1,-5,-5,i,-6,0,4,0.8,1,-2
CCOC(=O)N1C(=O)[C@@](CC)(c2ccccc2)N1C(=O)OCC,6,1,i,47,-3,2,0.7,-5,-2
